LmPK inhibitor – qHTS Assay for Inhibitors of Leishmania Mexicana Pyruvate Kinase (LmPK); Potency, µM (series often up to 57.5 µM), for the others: top-dose activity change, negative = inhibition, actives largely listed as inhibitors; 0.37% of 290,000 active; purified LmPK, Kinase-Glo ATP luminescence, 1 h; also: potency is read from the fitted curve at half-maximal effect; % is scaled to controls: 0 for no effect and ±100 for the full control effect
Target sequence (Q27686 whole entry, looked up): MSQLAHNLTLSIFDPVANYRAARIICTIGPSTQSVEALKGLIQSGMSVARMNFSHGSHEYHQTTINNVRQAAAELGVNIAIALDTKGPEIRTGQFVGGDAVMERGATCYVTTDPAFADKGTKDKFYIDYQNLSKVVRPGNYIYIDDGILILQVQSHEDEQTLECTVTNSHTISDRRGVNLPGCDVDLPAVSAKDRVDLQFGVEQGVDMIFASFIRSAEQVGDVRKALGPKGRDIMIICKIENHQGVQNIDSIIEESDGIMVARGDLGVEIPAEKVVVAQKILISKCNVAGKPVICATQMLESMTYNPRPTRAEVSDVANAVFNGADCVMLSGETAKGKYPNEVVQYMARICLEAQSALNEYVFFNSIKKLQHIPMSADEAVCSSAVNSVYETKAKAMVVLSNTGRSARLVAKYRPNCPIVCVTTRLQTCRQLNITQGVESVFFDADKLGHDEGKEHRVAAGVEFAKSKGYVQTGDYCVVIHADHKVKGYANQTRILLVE
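Purified LmPK (0.1 nM) with 0.5 mM PEP and 0.1 mM ADP in imidazole buffer pH 7.2 with MgCl2/KCl, 1 h at room temperature. ATP formed was read by luciferase luminescence and normalized to no-enzyme and uninhibited controls.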
Cycloheximide cs – Cycloheximide Counterscreen for Small Molecule Inhibitors of Shiga Toxin; 12% of 300,000 active; AID 2314, 2010; cell reporter, cycloheximide protein synthesis inhibition counterscreen; max response, %; in the data active = max response mostly above about 13%, no sharp cut-off; inactive = mostly below about 14%; also: read at 38.3 µM for the half of the compounds with a filed dose; 0% is about no effect
Pf growth 96h – Primary qHTS for delayed death inhibitors of the malarial parasite plastid, 96 hour incubation; P. falciparum luciferase reporter growth, 96 h; Potency, µM (doses to about 28.7 µM), for the others: at the top dose activity change, negative = inhibition, actives largely listed as inhibitors; 6.9% of 320,000 active; also: potency is read from the fitted curve at half-maximal effect; % is scaled to controls: 0 for no effect and ±100 for the full control effect
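Two parasite generations (96 h, 37 C, 5% CO2) of compound exposure in infected erythrocytes (0.05% parasitemia, 2% hematocrit). Luciferase-reporter P. falciparum; decreased luminescence indicates inhibited growth, aimed at apicoplast-acting delayed death.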
Shiga inhibitor – A qHTS for Small Molecule Inhibitors of Shiga Toxin. Vero cells, Shiga toxin protein synthesis inhibition reporter. inhibition, % at 38.7 µM. AID 2315, 2010. 9.2% of 290,000 active; in the data active = inhibition mostly above about 28%, no sharp cut-off; inactive = mostly below about 43%; also: 0% is about no effect
HCV inhibitor – qHTS Assay for Inhibitors of Hepatitis C Virus (HCV). Potency, µM (top dose mostly 41.8 µM), for inactives: at the top dose activity change, negative = inhibition, hits mostly inhibitors. 3.4% of 340,000 active. Huh7.5.1 HCVcc-Cre infection, luciferase reporter, 44 h; also: potency is read from the fitted curve at half-maximal effect; % is scaled to controls: 0 for no effect and ±100 for the full control effect
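Cells seeded at 1,000/well and cultured 4 h, then compounds added followed by HCVcc-Cre virus (~0.5 moi). After 44 h further culture, luciferase substrate was added, plates held 15 min at room temperature, and luminescence read for 15 sec.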
Tb PYK inh – qHTS of Trypanosoma Brucei Inhibitors; TbPYK enzyme, Kinase-Glo Plus ATP luminescence, 45 min; AID 624173, 2012; 0.12% of 410,000 active; pyruvate kinase (Trypanosoma brucei), Q57TT1; Potency, µM (series often up to 76.8 µM), inactives show at the highest dose activity, negative = inhibition, actives largely listed as inhibitors; also: potency is read from the fitted curve at half-maximal effect; % is scaled to controls: 0 for no effect and ±100 for the full control effect; nearly all actives have a fitted effect of over 50% in size
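Luminescent Kinase-Glo Plus end-point after 45 min room-temperature reaction of T. brucei pyruvate kinase started with 130 uM ADP (final). Buffer TEA 50 mM pH 7.2 with KCl, MgCl2, BSA, Tween-20; titration-based qHTS with fitted concentration-effect curves.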
Pf growth 48h – Primary qHTS for delayed death inhibitors of the malarial parasite plastid, 48 hour incubation; P. falciparum luciferase growth in erythrocytes, 48 h; Potency, µM (highest dose often 28.7 µM), for inactives: at the highest dose activity change, negative = inhibition, hits mostly inhibitors; 5.9% of 310,000 active; AID 504832, 2011; also: potency is read from the fitted curve at half-maximal effect; % is scaled to controls: 0 for no effect and ±100 for the full control effect
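Luciferase-expressing P. falciparum in infected erythrocytes (2% hematocrit, 0.1% parasitemia final) in RPMI 1640/0.5% Albumax were exposed to compound for 48 hours at 37 C, 5% CO2; growth read as luminescence.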
* hit, by the source's call; ? = inconclusive; · = not tested or not shown; & = joins results of further samples; [ ] = dose if it differs, or a comment. Unless noted, calls follow the shape of the dose curve; as a rule, active = well fitted curve in the direction sought with a large enough effect; inconclusive = small, poorly fitted or top-dose-only effect, or another doubt; inactive = no such curve, though single readings can be large; an effect the other way counts as inactive or inconclusive. Compounds as they come; about 24% have a hit in one of these screens.

SMILES	LmPK inhibitor	Cycloheximide cs	Pf growth 96h	Shiga inhibitor	HCV inhibitor	Tb PYK inh	Pf growth 48h
CCOc1cccc(-c2nnc3sc(COc4ccccc4)nn23)c1	-2%	0	-16%	-29	-8%	-3%	5%
Cc1ccc(S(=O)(=O)N2CCC(=O)N(C(COCc3cccc(Cl)c3)Cc3ccccc3)CC2)cc1 (configuration not stated)	4%	-1	10µM*	9	?	-1%	8.3µM*
Cc1cc[n+](-c2[nH]c(=O)sc2/C=N/N=C(\[O-])CCn2c3ccccc3c3ccccc32)cc1	-3%	-2	?	-2	-11%	-5%	5%
Cc1ccc(CSc2n[nH]c(N)n2)cc1	7%	22*	1%	-5	9%	-2%	54%[activator]
O=C(NC1CCCCC1)C(c1cccnc1)N(C(=O)CCl)c1cccc(Cl)c1 (configuration not stated)	5%	5	?	-9	0.89µM*	2%	?
COc1cccc(C2c3c(oc4ccccc4c3=O)C(=O)N2c2ccccn2)c1 (configuration not stated)	1%	-4	20%	-6	4%	5%	·
Cc1nn(-c2ccccc2)c(Cl)c1/C=N/NC(=O)c1[nH]ncc1Br	-11%	29*	32%[activator]	45*	-21%	-10%	16%
CCCCNC(=O)C(Cc1ccccc1)NS(=O)(=O)c1ccc2c(c1)c(=O)n(C)c(=O)n2C (configuration not stated)	1%	-4	?	32	2%	3%&1%	·
C=CCn1c(Cc2c[nH]c3ccccc23)n[nH]c1=S	-20%	12*	-80%	13	7%	13µM*	13µM*
Cc1nc(Cl)c(C(=O)NCc2ccccc2)c(C)c1[N+](=O)[O-]	2%	-2	-5%	-6	12%	-8%	4%
O=C(Nc1ccccn1)Nc1ccccc1Cl	0%	32*	16%	50*	-1%	1%	61%[activator]
N#Cc1ccc(COc2cccc3cccnc23)cc1	0%	25*	34%[activator]	36*	?	-9%	52%[activator]
COc1ccc(-c2nn(CC(=O)NCCc3ccccc3)c(=S)n2C)cc1	-3%	-4	?	-5	?	6%	-10%
CCCCOc1ccc(C(=O)Nc2cc(C)c(OCC(=O)N3CCOCC3)c(C)c2)cc1	4%	22*	22%	11	?	-6%	36%[activator]
O=C(Nc1ccc2c(c1)OCCO2)C1CCN(C(=O)c2ccccc2)CC1	4%	21*	?	106*	7%	-5%	43%[activator]
CCOP(=S)(OCC)SCSc1ccc(Cl)cc1	·	14	·	3	·	-23%	·
COC(=O)C(Cc1ccccc1)NC(=O)c1cc(=O)[nH]c2ccccc12 (configuration not stated)	-8%	8	13%	7	-7%	-9%	0%
COc1ccc(Cl)cc1NC(=O)COC(=O)C1COc2ccccc2O1 (configuration not stated)	·	·	-23%	·	11%	-4%	0%
NC(=O)CSc1nnc(Cn2c(=O)sc3ccccc32)n1-c1cccc(Cl)c1	3%	-3	12%	10	-1%	-4%	37%[activator]
CC(C)Oc1snc(Cl)c1C(N)=O	-3%	0	-16%	-18	0%	-2%	0%
COc1ccc(S(=O)(=O)NC(CC(=O)NC2CCCC2)c2ccco2)cc1 (configuration not stated)	0%	7	?	25	-8%	3%	2%
O=c1c2cnn(-c3ccccc3)c2ncn1Cc1ccccc1F	2%	-2	41%[activator]	15	-9%	-3%	2%
CCCNC(=O)NC(=O)COc1ccc(-c2ccc(C#N)cc2)cc1	-2%	-1	7%	-6	-3%	2%	5%
Cc1cc(N(CCO)CCO)ccc1C(c1ccc(N(CCO)CCO)cc1C)c1ccccc1Cl	-8%	-2	?	-13	?	?	?
O=C(Nc1cccc(C(=O)O)c1)/C(=C\c1ccccc1)NC(=O)c1ccccc1Cl	0%	-4	23%	-15	19%	-3%	8%
Cc1nn(CC(=O)NNC(=O)c2ccc(Br)cc2)c(C)c1[N+](=O)[O-]	·	·	-13%	·	19%	5%	?
COc1ccc(-n2c(=S)[nH]c3cc(C(=O)NCCCN4CCCC4=O)ccc3c2=O)c(OC)c1	12%	-3	24%	-12	3%	-12%	-9%
CCC(=O)c1ccc(OCC(=O)OCC(=O)c2cc(C)n(CC3CCCO3)c2C)cc1 (configuration not stated)	·	·	4%	·	6%	-5%	6%
CCOC(=O)CSc1nc2c(c(=O)n(C)c(=O)n2C)n1Cc1ccccc1F	2%	-1	74%[activator]	-4	-1%	-4%	·
COCCNC(=O)C(c1ccco1)N(Cc1ccc(OC)cc1)C(=O)Cn1nnc2ccccc21 (configuration not stated)	1%	-1	37%[activator]	7	31%[activator]	3%	4%

Full records, looked up by structure:
Record of CCCNC(=O)NC(=O)COc1ccc(-c2ccc(C#N)cc2)cc1 = LmPK inhibitor: -2%; Cycloheximide cs: -1; Pf growth 96h: 7%; Shiga inhibitor: -6; HCV inhibitor: -3%; Tb PYK inh: 2%; Pf growth 48h: 5%
Record of COCCNC(=O)C(c1ccco1)N(Cc1ccc(OC)cc1)C(=O)Cn1nnc2ccccc21 (configuration not stated) = LmPK inhibitor: 1%; Cycloheximide cs: -1; Pf growth 96h: 37%[activator]; Shiga inhibitor: 7; HCV inhibitor: 31%[activator]; Tb PYK inh: 3%; Pf growth 48h: 4%
Record of COc1ccc(S(=O)(=O)NC(CC(=O)NC2CCCC2)c2ccco2)cc1 (configuration not stated) = LmPK inhibitor: 0%; Cycloheximide cs: 7; Pf growth 96h: ?; Shiga inhibitor: 25; HCV inhibitor: -8%; Tb PYK inh: 3%; Pf growth 48h: 2%

Next part.
SMILES	LmPK inhibitor	Cycloheximide cs	Pf growth 96h	Shiga inhibitor	HCV inhibitor	Tb PYK inh	Pf growth 48h
O=[N+]([O-])c1ccc(C(O)C23CN4CN(CN(C4)C2)C3)cc1 (configuration not stated)	-5%	0	?	16	8%	2%	-3%
O=C(COc1ccc(Br)cc1)Nc1ccc([N+](=O)[O-])cn1	5%	-3	4.1µM*	-10	2%	-7%	37%[activator]
COC(=O)c1ccc(NC(=S)NC2CC2)cc1	1%	13	?	21	-14%	4%	35%[activator]
COc1ccc(OC(=O)Nc2ccc([N+](=O)[O-])cc2OC)cc1	7%	-1	22%	11	7%	-8%	109%[activator]
COC(=O)c1sc(N)c(C(=O)OC)c1COC(=O)CNS(=O)(=O)c1cccc(C#N)c1	1%	-2	?	-14	?	-3%	-19%
Cn1c2ccccc2c(=O)c2cc(C#Cc3ccccn3)ccc21	-9%	23*	?	11	0%	-3%	144%[activator]
Cc1cccnc1NC(=O)c1cccc(S(=O)(=O)NCc2ccccc2)c1	·	·	1%	·	-6%	3%	?
Cn1c(NC2CCCCC2)c(N=O)c(=O)n(C)c1=O	1%	-2	?	-8	4%	3%	12%
O=Cc1c(N2CCN(c3ccccc3)CC2)nc2ccccn2c1=O	1%	31*	?	54*	0%	2%	13%
CC(C)(C)OC(=O)n1cc(C(=O)c2ccccc2O)cn1	2%	-1	8%	3	20%	-2%	25%
FCCCOc1ccc(/C=N/OCc2c(Cl)cccc2Cl)cc1	-1%	1	-8%	-5	8%	0%	10%
COC(=O)c1c(NC(=O)c2ccco2)sc2c1CCC2	0%	3	·	12	?	5%	18%
O=C(COc1ccccc1)NC(=S)Nc1ccc2c(c1)Cc1ccccc1-2	1%	-5	36%[activator]	-6	1%	-12%	-3%
Cn1cnnc1SCc1ccccc1Br	-4%	-3	-8%	-7	16%	-5%	·
CCCCc1cc2c(cc1NC(=O)CN1CCCCC1)OCCO2	-2%	3	-6%	18	-24%	3%	0%
Cc1ccc(NC(=O)C2C(=O)N(C)c3ccccc32)cc1 (configuration not stated)	5%	19*	9%	42	5%	-5%	-3%
Cc1c(Cl)cccc1NC(=S)NCC1COc2ccccc2O1 (configuration not stated)	2%	10	?	11	-7%	-3%	-16%
CC(C)(C)c1ccc(C(=O)NCCn2c(N)c(C#N)c3nc4ccccc4nc32)cc1	1%	-5	?	-8	-14%	-12%	?
CC(Oc1ccc(F)cc1)c1nnc(SCC(=O)N(c2ccccc2)C2CCS(=O)(=O)C2)o1 (configuration not stated)	·	·	?	·	?	-2%	?
Cc1ccc(C2C(C#N)=C(N)N(c3cccnc3)C3=C2C(=O)CCC3)c(C)c1 (configuration not stated)	-2%	-3	-27%	-6	14%	-6%	?
Cc1ccc(NC(=O)CN2C(=O)N/C(=C/c3cc(C)n(-c4cccc(C(=O)O)c4)c3C)C2=O)cc1	2%	7	?	7	19%	-4%	4%
Cc1ccc(N2CCN(C(=O)CCc3nc4ccccc4[nH]3)CC2)c(C)c1	2%	-6	?	-14	?	6%	?
c1ccc2ccccc2c1	·	·	54%&-3%[activator]	·	15%	1%&1%	36%&2%[activator]
COC(=O)c1ccccc1NC(=S)N1CCN(C2CCCCC2)CC1	1%[11.5 µM]	13	?	0	11%	0%	14%
CCC(C)(C)NC(=O)C(c1ccc(OC)cc1)N(CC1CCCO1)C(=O)CCC(=O)Nc1cc(C)on1 (configuration not stated)	-5%	1	?	-1	-3%	-4%	?
CCC(C(=O)O)C1CCC(C)C(C(C)C(O)C(C)C(=O)C(CC)C2OC3(C=CC(O)[C@@]4(CC[C@](C)(C5CC[C@@](O)(CC)C(C)O5)O4)O3)C(C)CC2C)O1 (some centres not stated)	·	·	0.21µM*	·	·	-6%	0.43µM*
COCCn1c(SCC(=O)N2CCCC(C)C2)nnc1-c1ccco1 (configuration not stated)	-5%	-8	?	-6	-1%	-3%	28%
CN(Cc1ccccc1)C(=O)CN(C)S(=O)(=O)c1ccc(F)cc1	-8%	-3	6%	-4	6%	-4%	17%
CC(C)c1ccc(OCC(=O)NCc2n[nH]c(=O)c3ccccc23)cc1	·	·	?	·	-15%	1%	?
COc1ccc(S(=O)(=O)N2CCN(C(=O)CNC(=O)c3ccc4c(c3)OCO4)CC2)cc1	·	·	0%	·	-2%	-7%	52%[activator]
Cc1ccccc1Nc1nc(N)nc(CSc2nnnn2C)n1	-8%	48*	229%[activator]	118*	12%	3%	176%[activator]
CCOc1ccc(NC(=O)N2CCN(CC)CC2)cc1	3%	-1	2%	-2	12%	2%	15%
Cc1ccccc1CSCC(=O)N1CCN(c2ccccc2)CC1	2%	23*	7%	70*	20%	0%	28%
COc1cc2c(cc1C=O)OCO2	-2%	-4	29%	-3	7%	1%	-11%
COCc1cc(C)nc(OCC(=O)N/N=C/c2ccccc2O)c1C#N	0%	-2	14%	-22	-6%	8%	-15%
Cc1cc(Cl)ccc1OCC(=O)N1CCCN(C(=O)COc2ccc(Cl)cc2C)CC1	2%	-1	374%[activator]	15	?	-2%	-4%
COc1cccc(CNC(=O)C2CCN(S(=O)(=O)c3ccc(-n4cnnn4)cc3)CC2)c1	-3%	-3	27%	-13	3%	5%	-24%
CC(C)CN(C(=O)Cn1nnc(-c2ccc(F)cc2)n1)C1CCS(=O)(=O)C1 (configuration not stated)	·	·	23%	·	18%	-6%	?
CC(Nc1nc2ncn(Cc3ccccc3)c2c(=O)[nH]1)C(=O)O (configuration not stated)	0%	6	?	-5	14%	0%	?

From PubChem
